Source: PubChem
EBV gp42 block: Epstein-Barr virus gp42 inhibitors, primary screen, biochemical, uHTS, fluorescence polarization; Fluorescence polarization binding assay, mP read-out; inhibition, % (tested at 21.74 µM); hit rate 0.42% among 220,000; in the data active = inhibition above about 50%
CHOP inhibitor: inhibitors of CHOP promoter induction, primary screen, cell-based, unfolded protein response, luciferase reporter; CHO-K1 CHOP-promoter luciferase, tunicamycin-induced, 15-18 h; inhibition, % at 10 µM; hit rate 3.8% among 220,000;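 active = compounds that reduced the stress-induced luciferase reporter signal by more than about 70% of percent inhibition, limit read from the data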;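 note: 0% = tunicamycin plus vehicle and 100% = wells without tunicamycin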
TNF necrop inh: inhibitors of TNF-alpha triggered necroptosis, primary screen, cell-based, Jurkat FADD-/-, single concentration. Jurkat FADD-/- TNF necroptosis rescue, ATP luminescence, 24 h; 0 = TNF only, 100 = no-TNF cells. activation (protection from cell death), % at 10 µM. hit rate 0.068% among 220,000. AID 463075, 2010;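 active = activation, meaning protection from cell death, of at least 50% relative to plate controls; inactive = activation below 50%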;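 note: necroptosis triggered by 40 ng/mL TNF-alpha added together with compound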
Mdm2 ligase inh: MDM2-luciferase reporter signal enhancers, primary screen, MDM2 E3 ligase inhibitor project, cell-based, luminescence, 1536-well | E3 ubiquitin-protein ligase Mdm2 (Homo sapiens), Q00987 | cell-based MDM2 ubiquitination luciferase reporter, 2 h; 0 = plate control, 100 = twice control, blank-subtracted | signal enhancement, % at 5 µM | hit rate 0.11% among 210,000 | AID 1230, 2008;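 active = signal enhancement of 30% or more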;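 note: luminescence tracks abundance of the self-degrading MDM2-luciferase fusion protein; higher signal means inhibition of MDM2 E3 ligase activity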
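Assay system: stable mammalian line carrying autodegrading MDM2–luciferase fusion reporter; amount: 2000 cells seeded into each well; buffer or medium: DMEM; benchmarks: plate control and blank wells; signal: luciferase luminescence; timing: 2 h compound exposure at 37 °C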
PPC-1+TRAIL kill: compounds killing PPC-1 cancer cells with TRAIL present, primary screen, TRAIL potentiator project, ATPLite luminescence, uHTS. cell killing (% activity), % at 4 µM. PPC-1 cells + TRAIL, ATPLite viability luminescence. hit rate 0.41% among 220,000. AID 1443, 2008;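 active = cell killing above 50% in the first pass at 4 µM, then a duplicate retest at 5 µM averaging 50% or more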;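 note: plate controls were cells with TRAIL plus DMSO for no effect and medium-only wells lacking cells for full effect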
Runt-SMMHC FRET: inhibitors of RUNX1 Runt–CBFb-SMMHC binding, primary screen, biochemical, FRET, Cerulean-Runt, Venus-CBFb-SMMHC, uHTS; Cerulean-Runt/Venus-CBFb-SMMHC FRET ratio 530/480, 1 h; inhibition, % at 20 µM; hit rate 0.74% among 220,000; Runt-related transcription factor 1 (Homo sapiens) + Core-binding factor subunit beta …; AID 1434, 2008;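 active = mean inhibition across duplicate retests at 20 µM reaching about 50%, limit read from the data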;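 note: 0% = DMSO wells and 100% = wells with excess untagged CBFb-SMMHC; inhibitors lower the FRET ratio by blocking Runt binding to CBFb-SMMHC; some results filed as inactive read as strong as hits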
Target sequence (Q01196 whole entry, looked up): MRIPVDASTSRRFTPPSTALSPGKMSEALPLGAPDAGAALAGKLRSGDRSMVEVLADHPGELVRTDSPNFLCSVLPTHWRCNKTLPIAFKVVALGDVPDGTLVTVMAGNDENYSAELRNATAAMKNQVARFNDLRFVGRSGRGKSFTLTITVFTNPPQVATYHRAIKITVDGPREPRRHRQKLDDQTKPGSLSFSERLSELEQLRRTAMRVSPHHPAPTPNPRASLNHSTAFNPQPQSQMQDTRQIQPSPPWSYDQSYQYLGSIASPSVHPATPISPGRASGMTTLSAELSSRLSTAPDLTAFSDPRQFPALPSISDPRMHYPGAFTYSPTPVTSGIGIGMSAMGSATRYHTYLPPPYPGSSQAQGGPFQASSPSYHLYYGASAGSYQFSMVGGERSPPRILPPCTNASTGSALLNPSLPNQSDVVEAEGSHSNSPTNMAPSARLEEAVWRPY
Target sequence (Q13951 whole entry, looked up): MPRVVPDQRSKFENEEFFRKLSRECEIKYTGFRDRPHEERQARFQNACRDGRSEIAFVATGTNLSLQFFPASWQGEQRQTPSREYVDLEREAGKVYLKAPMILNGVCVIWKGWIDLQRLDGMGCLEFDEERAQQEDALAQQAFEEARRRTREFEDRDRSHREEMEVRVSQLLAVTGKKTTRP
zfTRPN1 agonist: zebrafish TRPN1 channel agonists, primary screen, cell-based, HEK293, calcium fluorescence; transient receptor potential cation channel N1 (TRPN1/NompC), Danio rerio; HEK293 zebrafish TRPN1-YFP, Fluo-8 calcium fluorescence; 100% = response to 87 µM carbachol; activation, % at 3 µM; hit rate 0.18% among 220,000;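 active = activation above its plate's cutoff, the mean activation of test wells on that plate plus 3 SD, cut at about 19% in these data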;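 note: 0% = DMSO alone and 100% = 87 µM carbachol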
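Material – zebrafish TRPN1-YFP in HEK293 cells · Doses – 3 µM single point · Schedule – dye 1 h 37 °C plus 30 min RT · Signal – Fluo-8 calcium fluorescence, excitation 470-495 nm, emission 515-575 nm · Read-out – % activation versus carbachol response · Control set – carbachol high, DMSO low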
p47phox inh: p47phox/p22phox peptide binding inhibitors, primary screen, biochemical, uHTS, NADPH oxidase regulatory subunit. hit rate 0.53% among 220,000. fluorescence polarization, 2 h. AID 1274, 2008. inhibition, % at 24.7 µM;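 active = inhibition above about 30%, limit read from the data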;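 note: 0% = p47phox with labelled peptide and 100% = labelled peptide alone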
Target sequence (P14598 whole entry, looked up): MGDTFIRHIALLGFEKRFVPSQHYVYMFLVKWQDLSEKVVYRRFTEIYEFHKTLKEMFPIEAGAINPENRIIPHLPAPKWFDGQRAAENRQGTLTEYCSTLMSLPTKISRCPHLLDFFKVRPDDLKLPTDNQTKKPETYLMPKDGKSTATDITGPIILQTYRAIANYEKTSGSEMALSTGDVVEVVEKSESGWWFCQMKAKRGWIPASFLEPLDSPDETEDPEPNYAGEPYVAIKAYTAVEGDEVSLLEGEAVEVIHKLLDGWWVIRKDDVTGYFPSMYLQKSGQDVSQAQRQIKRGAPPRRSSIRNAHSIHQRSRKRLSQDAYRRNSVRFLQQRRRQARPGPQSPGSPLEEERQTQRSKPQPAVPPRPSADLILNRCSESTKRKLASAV
TRPML3 ag: human TRPML3 channel agonists, primary screen, cell-based, HEK293 TRPML3-YFP, Fluo-8 calcium fluorescence, 3 µM. 100% = the carbachol control signal. Mucolipin-3 (Homo sapiens), Q8TDD5. hit rate 0.29% among 220,000. AID 1448, 2008. activation, % at 3 µM;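 active = activation above its plate's cutoff, the mean activation of the plate's test wells plus 3 SD, cut at about 12% in these data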;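 note: 0% = DMSO only wells and 100% = carbachol wells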
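Material: HEK293 cells stably carrying human TRPML3-YFP; compound dosing: single dose, 3 µM final nominal compound, 0.3% DMSO final; incubation: 1-h 37 °C dye load, 5-s basal, 120-s post-compound reads; technique: Fluo-8 intracellular calcium fluorescence, excitation 470-495 nm, emission 515-575 nm; read-out basis: percent activation from peak-to-basal fluorescence ratio, scaled between DMSO and carbachol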
The depositor's hits bear a star; · = no result given; [ ] = dose if it differs, or a comment. Random draw from the library; overall some 5.9% were active at least once.

SMILES	EBV gp42 block	CHOP inhibitor	TNF necrop inh	Mdm2 ligase inh	PPC-1+TRAIL kill	Runt-SMMHC FRET	zfTRPN1 agonist	p47phox inh	TRPML3 ag
COc1ccccc1C(=O)Nn1cnc2ccccc2c1=O	-15	31	-0.8	-16	12	2	0.7	6	0.6
COc1nc(-c2ccccc2)ccc1-c1noc(-c2ccccc2)n1	-35	7	0.7	-26	3	1	0.0	-96	0.2
Cc1cc(C(F)F)n2nc(C(=O)NCc3ccccc3F)nc2n1	-22	-5	-0.3	-2	48	1	-0.8	-13	1.0
Cc1ccc(C)c(Cn2nnc3c(=O)[nH]c(C4CCCN(C(=O)C5CCC5)C4)nc32)c1 (centres undefined)	-7	0	-14	-3	-6	0	-0.6	-5	-1.4
O=C(N=C1SCC(=O)N1c1ccccc1Cl)c1ccco1	-6	-30	-3.5	-21	5	2	0.8	-28	0.7
COCC(=O)Nc1ccccc1-c1ccccc1	4	-8	-1.2	-90	10	1	1.4	-2	0.6
Cc1ccc(C)c(NC(=O)CCC(=O)NNC(=O)c2cccc([N+](=O)[O-])c2)c1	9	18	-1.1	3	6	0	0.1	-30	0.5
COC(=O)C(NC(C)=O)(Nc1cc(C)ccn1)C(F)(F)F (centres undefined)	0	-8	0.9	-23	-1	-2	1.2	9	1.2
O=S1(=O)CCC(NC(=S)NC2CCS(=O)(=O)C2)C1 (centres undefined)	2	-4	1.4	-3	-5	0	0.2	-4	0.2
Cc1noc(C)c1COC(=O)CNC(=O)c1ccc(Cl)cc1	-14	4	-0.2	-20	20	-1	2.5	7	0.3
CC1=C(C)NC(=S)SC1	-29	-4	-1.6	-4	-4	4	0.0	-4	0.2
CCOc1cc(S(=O)(=O)N2CCCCC2)ccc1F	-26	12	-0.2	-8	6	-10	-0.9	-12	1.4
COC(=O)c1ccc(NC(=O)c2cnc3scc(C)n3c2=O)cc1	-15	12	0.4	-3	-4	-2	1.4	-3	1.0
CC1CCC(n2c(=S)[nH]c3ccccc3c2=O)CC1 (centres undefined)	2	103*	-3.6	-10	-6	3	1.4	0	0.8
CCCC(=O)NC(Nc1cccc(C(F)(F)F)c1)C(Cl)(Cl)Cl (centres undefined)	-11	0	-3.1	-20	19	0	0.9	-4	0.3
COc1ccc2[nH]c(=O)c(CN(C(=O)c3cccnc3)c3ccccc3)cc2c1	1	-9	0.3	-13	9	-2	-0.4	-8	0.7
CCCCOc1ccc(/C(O)=C2/C(=O)C(=O)N(CCCOC)C2c2ccncc2)cc1 (centres undefined)	-9	-4	2.2	·	13	1	1.9	11	0.0
O=S(=O)(Cc1ccccc1)NCc1ccccn1	5	-14	3.7	-9	30	-6	0.1	9	0.8
CCN(Cc1cc2cc(C)ccc2[nH]c1=O)S(=O)(=O)c1ccccc1	-6	50	-4.5	11	-6	2	-0.2	-2	-0.1
COc1ccc(C2=NN(C(=O)CN3CCCC3)C(c3ccc(OC)cc3)C2)cc1 (centres undefined)	-16	6	-0.4	-17	10	0	-1.3	-4	0.6

Structures above marked active in CHOP inhibitor:
mol	EBV gp42 block	CHOP inhibitor	Runt-SMMHC FRET	p47phox inh	TRPML3 ag
CC1CCC(n2c(=S)[nH]c3ccccc3c2=O)CC1 (centres undefined)	2	103*	3	0	0.8

Next part
SMILES	EBV gp42 block	CHOP inhibitor	TNF necrop inh	Mdm2 ligase inh	PPC-1+TRAIL kill	Runt-SMMHC FRET	zfTRPN1 agonist	p47phox inh	TRPML3 ag
COc1ccc(CNC(=O)C2COc3ccccc3O2)c(OC)c1 (centres undefined)	6	4	-2.7	13	6	0	0.1	0	0.4
O=C(CSc1nc2ccccc2c(=O)n1Cc1ccc(Cl)cc1)NCc1cccs1	-8	73*	3.4	11	20	-3	-0.1	-4	0.7
Cc1ccc(NC(=O)c2ccccn2)c(Br)c1	-14	53	0.1	-40	12	2	-2.0	1	0.2
Cc1ccc(-n2cc3c(=O)n(C)c(=O)n(C)c3c2)cc1C	-24	-34	-2.0	3	13	0	1.1	2	0.2
O=C(c1cnn2c(C(F)(F)F)cc(-c3cccs3)nc12)N1CCN(C(c2ccccc2)c2ccccc2)CC1	-8	6	-7.0	-13	-14	-26	1.4	-13	0.3
COc1ccc(CSc2nc3ccccc3c(=O)n2CCCN2CCOCC2)cc1F	4	27	3.4	-20	22	-6	-0.5	-6	-0.1
O=C(CSC(=S)N1CCCCC1)Nc1ncc2c(n1)CC(c1ccco1)CC2=O (centres undefined)	0	14	0.3	-8	16	2	1.1	0	-0.6
O=C(Nc1ccc(N2CCCCC2)cc1)C(Cl)c1ccccc1 (centres undefined)	-16	20	13	-32	32	-2	0.1	-1	-1.1
O=C(CCCn1c(=O)[nH]c2ccccc2c1=O)Nc1ccc(F)cc1	0	22	1.7	6	18	-1	-0.4	0	1.4
NC(N)=NC(N)=Nc1ccc2ccccc2c1	-7	5	0.9	-18	15	-1	0.2	-6	0.6
COc1cccc(CC(=O)Nc2nc3c(s2)C(=O)CC(C)(C)C3)c1	-4	4	1.3	-8	7	-2	-1.3	-39	0.8
COc1cccc(-c2nnc(Nc3nc4c(F)cccc4s3)o2)c1	-2	-39	-0.2	-51	44[5 µM]	-24	1.4	-8	1.1
Cn1c(S(=O)(=O)c2ccc([N+](=O)[O-])cc2)nc(Br)c1Br	-9	-9	2.5	-5	-1	-1	-1.7	-6	-0.2
C/C=C/C(=O)N1c2ccccc2C(C)=CC1(C)C	-7	14	-1.0	-8	5	-3	-1.2	2	0.1
O=C(c1ccc(Cn2c(=O)[nH]c3ccccc3c2=O)cc1)N1CCN(c2ccccn2)CC1	2	21	-3.1	-12	20	4	3.5	-17	-0.1
NS(=O)(=O)c1ccc(CCNC(=O)c2ccc([N+](=O)[O-])cc2[N+](=O)[O-])cc1	-2	0	-1.0	-15	29	3	0.3	-5	0.3
Cc1cccc(NC(=O)C2COc3ccccc3O2)n1 (centres undefined)	-7	-9	1.9	2	-10	1	-1.2	-2	-0.2
C/C(CC1CC(COCC(C)C)OC1=O)=N\NC(N)=S (centres undefined)	-19	5	-0.3	-14	10	6	1.7	-10	0.7
O=C(NC1CCCCCCC1)c1cnccn1	-3	-29	-2.7	-14	0	-4	1.3	-9	-0.1
COc1cccc(-c2cc(=O)c3cc(NC(=O)c4ccc(Cl)cc4)ccc3[nH]2)c1	-20	-40	-6.2	·	1	4	1.3	2	0.4

Another view of some results above.
> Cn1c(S(=O)(=O)c2ccc([N+](=O)[O-])cc2)nc(Br)c1Br
  EBV gp42 block: -9	CHOP inhibitor: -9	TNF necrop inh: 2.5	Mdm2 ligase inh: -5	PPC-1+TRAIL kill: -1	Runt-SMMHC FRET: -1	zfTRPN1 agonist: -1.7	p47phox inh: -6	TRPML3 ag: -0.2
> C/C=C/C(=O)N1c2ccccc2C(C)=CC1(C)C
  EBV gp42 block: -7	CHOP inhibitor: 14	TNF necrop inh: -1.0	Mdm2 ligase inh: -8	PPC-1+TRAIL kill: 5	Runt-SMMHC FRET: -3	zfTRPN1 agonist: -1.2	p47phox inh: 2	TRPML3 ag: 0.1

Next compounds:
SMILES	EBV gp42 block	CHOP inhibitor	TNF necrop inh	Mdm2 ligase inh	PPC-1+TRAIL kill	Runt-SMMHC FRET	zfTRPN1 agonist	p47phox inh	TRPML3 ag
Cc1ccc(Nc2nc3ccccc3nc2-n2nc(C)cc2C)cc1	7	6	0.1	-10	8	11	1.0	3	1.0
O=c1ccn([C@@H]2O[C@H](CO)[C@@H](O)[C@H]2O)c(=O)[nH]1	-8	11	2.6	·	-3	-3	0.8	-3	1.2
Cc1c(Cl)c([N+](=O)[O-])nn1CCCC(=O)Nc1sc2c(c1C#N)CCC2	-10	1	-3.1	4	23	10	-0.1	-1	0.5
Cc1cccc(NC(=O)c2cc3cc([N+](=O)[O-])ccc3s2)n1	-1	7	-0.1	-12	14	-4	2.3	3	-0.2
COc1ccc(NC(=O)CCS(=O)(=O)c2cccc3nonc23)cc1	-10	25	1.2	-8	14	2	0.1	-1	0.5
N#CC1=C(N)SC(N)=C(C#N)C1C1CC=CCC1 (centres undefined)	-9	16	-0.7	-4	1	10	0.7	-7	0.2
CC1CCCCN1CCNc1nc(=S)[nH]c2ccccc12 (centres undefined)	-3	39	2.0	-18	-16	2	0.3	2	1.0
O=c1[nH]c2sc3c(c2c2nncn12)CCCC3	-2	4	0.2	·	-3	2	0.0	-10	-0.7
CC(C)N=c1c([N+](=O)[O-])nn(C)n1O	0	-1	0.3	-7	-16	-1	0.4	-6	0.6
CCOc1c(Br)cc(CNC2CCCCCCC2)cc1OC	4	-17	2.7	-11	-13	-1	1.9	-4	1.4
CC(C)(C)NC(=O)C1CCN(c2ccc(S(=O)(=O)N3CCOCC3)cc2Cl)CC1	-1	-15	1.3	3	14	5	1.9	-7	0.0
CN(C)c1ccc(NC(=O)c2ccncc2)c2ccccc12	-34	6	-2.0	-6	23	-1	-1.1	-8	0.2
Cc1nnc(-n2cnc3ccccc32)c2ccccc12	-10	22	0.7	2	11	2	1.2	-15	0.2
Cc1cc(C)c2c(=O)[nH]c(SCc3ccccc3)nc2n1	-18	-6	-0.3	-6	-1	5	0.1	-3	-0.1

Looked up by structure from above:
SMILES	EBV gp42 block	CHOP inhibitor	TNF necrop inh	Mdm2 ligase inh	PPC-1+TRAIL kill	Runt-SMMHC FRET	zfTRPN1 agonist	p47phox inh	TRPML3 ag
Cc1noc(C)c1COC(=O)CNC(=O)c1ccc(Cl)cc1	-14	4	-0.2	-20	20	-1	2.5	7	0.3
Cc1ccc(NC(=O)c2ccccn2)c(Br)c1	-14	53	0.1	-40	12	2	-2.0	1	0.2
Cc1c(Cl)c([N+](=O)[O-])nn1CCCC(=O)Nc1sc2c(c1C#N)CCC2	-10	1	-3.1	4	23	10	-0.1	-1	0.5
Cc1ccc(C)c(Cn2nnc3c(=O)[nH]c(C4CCCN(C(=O)C5CCC5)C4)nc32)c1 (centres undefined)	-7	0	-14	-3	-6	0	-0.6	-5	-1.4
C/C=C/C(=O)N1c2ccccc2C(C)=CC1(C)C	-7	14	-1.0	-8	5	-3	-1.2	2	0.1
